PfHsp90 set2 = inhibits growth of yeast expressing Plasmodium falciparum Hsp90; S. cerevisiae expressing PfHsp90, BacTiter-Glo ATP, 48 h; yeast lacking PDR1 and PDR3 efflux regulators; inhibition, % at 9.4 µM; hit rate 0.32% among 310,000;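 active = every replicate shows inhibition above about 80%, whatever the replicate mean, limit read from the data; inconclusive = mean inhibition reaches the set limit but some replicate falls short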;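 note: 0% = DMSO neutral controls and 100% = 20 µM radicicol positive controls; yeast relying on Plasmodium falciparum Hsp90 in place of its own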
PvdQ acylase = P. aeruginosa PvdQ acylase inhibition. AID 488965. purified PvdQ acylase, fluorescence plate reader. hit rate 0.063% among 340,000. inhibition, % at 10 µM; in the data active = inhibition above about 30%, passing the limit was not always enough; inconclusive = no clear call, values can overlap the other calls;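 note: 0% = vehicle neutral wells and 100% = reference inhibitor wells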
CAL PDZ FP-1 = CAL PDZ (human) peptide binding inhibition; purified CAL PDZ, TMR-peptide fluorescence polarization, 1 h; AID 602252; inhibition, % at 24.9 µM; Q9HD26; hit rate 0.92% among 300,000;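 active = mean inhibition of at least 30% with at least half of replicates also reaching 30%; inconclusive = no clear call, values can overlap the other calls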;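 note: 0% = DMSO neutral control and 100% = excess unlabeled competitor peptide PRC23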
CAL PDZ FP-2 = blocks peptide binding to human CAL PDZ domain; Q9HD26; purified CAL PDZ, TMR-peptide fluorescence polarization, 1 h; inhibition, % at 20 µM; hit rate 0.02% among 330,000; AID 504414;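 active = highest replicate inhibition of at least 40%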;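 note: plate controls were DMSO neutral control wells for no effect and unlabeled competitor peptide control wells for full effect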
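Material – purified CerCALP PDZ construct · Detection – FP readout, S and P plane fluorescence · Measure – percent inhibition from loss of millipolarization · Controls – unlabelled peptide for full inhibition, DMSO wells as neutral · Probe or stimulus – TMR-labelled reporter peptide T*-PRC34 bound in PDZ groove · Times – 1 h at RT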
dFosB activator = mouse delta FosB homodimer activation | AID 493131 | purified delta FosB, TAMRA-CDK5 oligo fluorescence polarization; percent of positive-control signal above neutral wells | activation, % at 25 µM | hit rate 0.99% among 340,000;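 active = mean activation above about 17%, with every replicate also reaching it, limit read from the data, passing the limit was not always enough; inconclusive = only one of the two conditions met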;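 note: fluorescence polarization rise as delta FosB binds a TAMRA Cdk5 AP-1 oligo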
Target sequence (P13346 whole entry, looked up): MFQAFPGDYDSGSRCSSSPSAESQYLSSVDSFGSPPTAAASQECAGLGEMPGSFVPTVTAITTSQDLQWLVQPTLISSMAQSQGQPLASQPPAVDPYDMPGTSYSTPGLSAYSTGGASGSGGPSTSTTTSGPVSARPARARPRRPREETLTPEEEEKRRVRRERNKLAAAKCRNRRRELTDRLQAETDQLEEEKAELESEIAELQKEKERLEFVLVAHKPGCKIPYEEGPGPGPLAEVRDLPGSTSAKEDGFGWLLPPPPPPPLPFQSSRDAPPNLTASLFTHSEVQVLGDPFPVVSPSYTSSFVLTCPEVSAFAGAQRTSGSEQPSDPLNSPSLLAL
MITF TRPM1 HTS = activators of MITF-driven TRPM1 promoter activity in SK-MEL-5 cells | SK-MEL-5 TRPM1-promoter luciferase, 24 h; % of positive control, neutral wells = 0 | activation, % at 12.5 µM | hit rate 0.75% among 300,000;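 active = mean activation of at least 80% with every replicate also reaching 80%; inconclusive = mean reaches 80% but some replicate falls short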;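 note: 0% = neutral control wells and 100% = parthenolide positive control wells; values of inactives mirror those of a sister screen read the other way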
SR-BI uptake up = activators of SR-BI mediated HDL lipid uptake; hit rate 0.096% among 320,000; activation, % at 12.5 µM; CHO ldlA[mSR-BI] cells, DiI-HDL uptake fluorescence, 3 h; 100 = double the neutral-control signal;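 active = mean replicate activation of at least 60% and every replicate at or above 60%; inconclusive = mean or all-replicate condition met, but not both; inactive = mean below 60% and not all replicates reaching 60%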;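 note: 0% = median plate neutral-control signal and 100% = twice that signal; values of inactives mirror those of a sister screen read the other way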
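Material: SR-BI-overexpressing, LDLR-lacking CHO cells; schedule: compound exposure 3 h, 37 °C; reagent: DiI-labelled HDL at 10 µg/mL final; technique: bottom-read fluorescence, 550/595 nm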
NSD2 HMT inh = blocks human histone methyltransferase NSD2. O96028. hit rate 0.54% among 310,000. inhibition, % at 12.5 µM. NSD2 peptide methylation, AlphaScreen, 120 min; in the data active = inhibition above about 50%
Rtt109 Vps75 = inhibitors of Candida albicans Rtt109/Vps75 histone acetyltransferase. Q5AAJ8. purified Rtt109/Vps75, ThioGlo CoA-SH fluorescence, 4 h. hit rate 0.16% among 330,000. inhibition, % at 34.9 µM;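 active = inhibition of at least 50% in every replicate; inconclusive = best replicate reaches 50% inhibition but some replicates fall short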
SR-BI HDL uptake = inhibitors of mouse SR-BI mediated HDL lipid uptake | Q61009 | inhibition, % at 12.5 µM | ldlA[mSR-BI] CHO cells, DiI-HDL uptake fluorescence, 3 h | hit rate 0.96% among 320,000;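 active = mean replicate inhibition of at least 70% and a set share of replicates each scoring 70 or more; inconclusive = meets just one of the two criteria; inactive = fails both criteria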;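 note: 0% = median of neutral control wells and 100% = median of positive control wells; values of inactives mirror those of a sister screen read the other way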
Target sequence (Q61009 whole entry, looked up): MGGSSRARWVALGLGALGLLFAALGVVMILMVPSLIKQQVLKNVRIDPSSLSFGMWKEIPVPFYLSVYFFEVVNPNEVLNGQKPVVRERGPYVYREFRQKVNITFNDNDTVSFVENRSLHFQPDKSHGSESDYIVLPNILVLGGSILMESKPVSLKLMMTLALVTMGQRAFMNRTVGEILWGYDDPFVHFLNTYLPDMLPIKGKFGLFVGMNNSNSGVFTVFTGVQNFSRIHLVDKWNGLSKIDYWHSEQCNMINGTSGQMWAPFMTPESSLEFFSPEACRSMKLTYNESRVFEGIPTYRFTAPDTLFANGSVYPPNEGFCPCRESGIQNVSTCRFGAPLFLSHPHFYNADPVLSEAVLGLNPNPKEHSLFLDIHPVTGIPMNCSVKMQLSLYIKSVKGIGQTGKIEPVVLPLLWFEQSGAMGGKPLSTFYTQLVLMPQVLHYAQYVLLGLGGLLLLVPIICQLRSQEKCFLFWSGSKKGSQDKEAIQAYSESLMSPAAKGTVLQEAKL
Active calls of the source: *; ? = inconclusive; nt = not tested or not shown.

Values in the order: PfHsp90 set2, PvdQ acylase, CAL PDZ FP-1, CAL PDZ FP-2, dFosB activator, MITF TRPM1 HTS, SR-BI uptake up, NSD2 HMT inh, Rtt109 Vps75, SR-BI HDL uptake
> NC(=O)CC(c1ccccc1)c1ccco1 (configuration not stated)
→ -34, -15, -3, -2.1, 5, 3, -3, 2, 2, 3
> CCOC(=O)N1CCN(C(=O)CS(=O)(=O)Cc2nc(-c3cccc(OC)c3)oc2C)CC1
→ 8, -10, -3, -1.7, -3, -12, -28, -2, 1, 28
> FC(F)(F)c1cccc(NC(=S)NCCc2ccccn2)c1
→ nt, 5, nt, -0.5, 8, 11, -26, -1, 1, 26
> CCC(c1nnnn1C(C)(C)CC)N(CCN1CCOCC1)Cc1cc2cc(C)ccc2[nH]c1=O (configuration not stated)
→ nt, -3, -3, -2.1, -12, nt, 13, 0, -2, -13
> CCOC(=O)Nc1cccnc1Sc1ccc(Cl)cc1
→ -15, -12, -3, -0.2, -5, 17, -34, -4, -2, 34
> O=C(Nc1ccc(Cl)cc1)c1ccc(-n2cccn2)c([N+](=O)[O-])c1
→ -2, -2, -6, 0.2, -3, 9, -34, 2, 1, 34
> CC(C)c1ccc(-c2noc(C3CCCN(S(C)(=O)=O)C3)n2)cc1 (configuration not stated)
→ -15, 8, -1, -2.5, -10, 38, 9, -3, nt, -9
> CC(C)(C)NC(=O)CSc1nc2ccccc2n1-c1ccccc1
→ 3, -11, -9, -0.7, -9, -5, -5, 0, 5, 5
> O=C1c2cccnc2C(=O)N1CO
→ 0, -6, 0, -0.3, 2, 6, -3, 1, -1, 3
> Cc1ccc(C)c(Nc2nc(-c3ccncc3)nc3ccccc23)c1
→ -14, -13, -3, -3.8, -9, 40, -48, 1, 2, 48
> COc1ccc(CCNC(=O)CSc2ccc3nnc(CCNC(=O)c4ccccc4)n3n2)cc1OC
→ -1, -16, nt, -0.3, 2, -7, 22, -1, -4, -22
> Cc1ccc(OCCC(=O)OCC(=O)N2c3ccccc3NC(=O)C2(C)C)cc1
→ 1, -6, -8, -3.1, -3, 7, -12, -4, 6, 12
> CC(=O)NC(Cc1cccc(C)c1)C(=O)NC1CCN(C(=O)c2ccc([N+](=O)[O-])cc2)CC1 (configuration not stated)
→ 20, -13, -2, -0.1, -6, -10, 14, 0, -3, -14
> CC(O)CNC12CC3CC(CC(C3)C1)C2 (configuration not stated)
→ 41, -7, nt, -1.8, -4, 1, 12, -4, 0, -12
> O=C(NCc1ccncc1)/C(=C\c1ccc(F)cc1)NC(=O)c1ccccc1
→ nt, -17, -1, -3.0, -5, 16, 10, nt, -5, -10
> COc1ccc(NC(=O)CN(C)C(=O)CCNC(=O)Nc2ccccc2)cc1
→ nt, -6, -3, -1.8, 0, -2, 4, 1, -6, -4
> CC(=O)Nc1ccc(NC(=O)C2CCCN(S(=O)(=O)c3ccc(Cl)cc3)C2)cc1 (configuration not stated)
→ 4, -14, -4, -1.7, -4, -2, nt, -6, -14, nt
> O=C(/C=C/c1cccs1)NC(=S)Nc1ccccc1
→ nt, 6, 1, 0.0, -1, 24, 2, -1, 6, -2
> COc1cccc(NC(=O)CN(C)C(=O)C2CC(=O)N(CCc3ccc(OC)c(OC)c3)C2)c1 (configuration not stated)
→ -13, -3, -7, -1.1, -6, nt, 26, 1, 6, -26
> CCCC(C)NC(=O)COC(=O)c1cc(Br)c(Br)s1 (configuration not stated)
→ -25, -7, -95, 0.8, -2, -7, 11, 2, nt, -11
> Cn1nc(C(C)(C)C)c(NC(=O)c2sccc2Cl)c1C(C)(C)C
→ 15, -12, -12, -0.9, -8, 6, 4, -1, 4, -4
> Cc1ccc(C(=O)Nc2cccnc2N2CCN(C)CC2)cc1
→ 0, -7, 1, -1.2, -12, -7, 8, 13, -5, -8
> CN(Cc1c(F)cccc1Cl)C(=O)c1cc2ccccc2o1
→ -9, -1, -4, -0.6, -2, 12, 41, -1, -4, -41
> C/C(=N\Nc1ccc([N+](=O)[O-])cc1)c1ccc(N2CCOCC2)cc1
→ -30, -3, -4, -0.9, -4, 40, -59, -1, 10, 59
> COc1ccc(Nc2cc(C)c3c(O)cccc3n2)cc1
→ 18, -11, 1, 0.9, ?, 130*, -11, nt, 19, 11
> CCOC(=O)c1ccc(N2C(=O)C(CC(N)=O)N(NC(=O)c3cccc(F)c3)C2=S)cc1 (configuration not stated)
→ 7, 18, -3, -1.7, 1, -1, nt, 0, 13, nt
> CC1CN(C(=O)c2cc(S(=O)(=O)N3CCCCC3)ccc2Cl)CC(C)O1 (configuration not stated)
→ -14, -19, 39*, -0.1, 0, -9, 9, 1, 1, -9
> CCOC(=O)NC(=S)Nc1c(C)n(C)n(-c2ccccc2)c1=O
→ 19, -11, nt, -0.8, -4, 5, -13, 0, 5, 13
> COC(=O)c1ccccc1NC(=O)Cn1nnc(-c2ccc3c(c2)OCO3)n1
→ 24, -4, nt, -0.5, 3, -13, nt, 0, -2, 3
> CC(=O)c1ccccc1Oc1nc(CN2CCOCC2)nc2scc(-c3cccs3)c12
→ -59, -7, -4, -0.7, -16, 12, 9, -5, -1, -9
> CCOC(=O)N1CCN(C(=O)CN(Cc2ccccc2)S(=O)(=O)c2ccc(OC)c(Cl)c2)CC1
→ 5, -19, 0, nt, -13, 7, -29, 0, 1, 29
> COc1ccc(-c2nnc(Nc3ccc(S(=O)(=O)Nc4nccs4)cc3)c3ccccc23)cc1
→ -2, -11, -4, 0.0, -1, -5, 17, 0, 2, -17
> CCCN1C(=O)c2ccc(C(=O)Nc3ccc4c(c3)OCO4)cc2C1=O
→ -13, -14, 12, -2.5, -11, 66, -16, -1, 2, 16
> O/N=C(/c1ccc(Cl)cc1)C1CC1c1ccccc1 (configuration not stated)
→ -10, -14, -1, -0.5, -2, 22, -4, 4, 5, 4
> CC(=O)N1CCN(Cc2nc3cc(NC(=O)NC4CCCCC4)ccc3n2C)CC1
→ -13, -10, -4, -1.2, -11, 10, 16, 5, -6, -16
> COc1ccc(Cc2nc(C(=O)Nc3ccc(F)cc3)cs2)cc1
→ -1, 4, 0, -2.2, -3, -16, 8, -4, 14, -8
> O=C(O)/C(=C\c1cccc(F)c1)c1ccc(S(=O)(=O)N2CCCCC2)s1
→ 13, -18, 2, -1.1, -9, 2, 18, 13, 4, -18
> N#Cc1c(NC(NC(=O)c2ccco2)C(=O)c2ccccc2)sc2c1CCCC2 (configuration not stated)
→ 54, -5, -1, -1.3, -9, 24, -4, nt, 3, 4
> COc1ccc(-c2c(C)[nH]n3c(=O)c(Cc4ccccc4)c(C)nc23)cc1OC
→ 31, -9, -2, -0.5, -8, -17, 0, 3, 7, 0
> CNc1c(NS(=O)(=O)c2ccc(F)c(Cl)c2)c(=O)oc2ccccc12
→ 12, -3, -5, -2.0, -5, -4, nt, -2, 2, nt
> CCOCCCNC(=O)C1CCCN(S(=O)(=O)c2ccc(-n3cnnn3)cc2)C1 (configuration not stated)
→ 18, 8, 3, -2.3, -3, -6, nt, nt, 6, nt
> Cc1ccc(S(=O)(=O)C(F)(F)F)cc1NC(=O)c1cccnc1
→ nt, -15, -2, 0.3, 8, nt, 9, -9, 2, -9
> COC(=O)C1=C(C)Nc2c(c(=O)n(C)c(=O)n2C)C1c1ccc(Cl)cc1 (configuration not stated)
→ -2, -8, 1, -2.3, -4, 4, 23, 21, -6, -23
> O=c1c(C=Nc2ccc(Oc3ccccc3)cc2)c[nH]n1-c1cccc(Cl)n1
→ -8, -1, 1, -2.4, -7, 12, -4, 0, -1, 4
> CCOC(=O)c1c(/N=C/c2cc(C)ccc2O)sc2c1CCN(C)C2
→ -12, -7, -5, 0.4, 3, 12, 10, 9, 4, -10
> COc1ccc(C(=O)Nc2nc(C)c3cc4c(cc3n2)OCO4)cc1
→ -11, -8, -2, -1.3, 12, -34, -7, -1, -2, 7
> CCOC(=O)C(CC)Sc1nnc2cc(C)c3ccccc3n12 (configuration not stated)
→ 24, -5, 5, -1.0, 1, 7, -7, 1, 12, 7
> Cc1cc(C(=O)N/N=C/C=C/c2ccccc2)n[nH]1
→ -10, -2, -2, -0.6, 6, nt, 7, 0, -7, -7
> Cc1ccccc1NC(=O)COC(=O)C1=COCCO1
→ -13, -6, -3, 1.7, 3, -10, -3, -2, -11, 3
> O=C(N/N=C/c1cccs1)c1cc(-c2ccc(Cl)s2)[nH]n1
→ -7, -5, -1, -2.7, 7, 23, nt, 20, 12, nt
> N=C1c2ccccc2CN1NC(=O)c1cccc(S(=O)(=O)N2CCCCC2)c1
→ -12, -5, -1, -2.3, -3, 8, 6, 0, -4, -6
> Cc1ccc(-c2nnc(SCC(=O)N(C)C)nc2-c2ccc(C)cc2)cc1
→ -56, -6, -6, -3.5, -9, -11, nt, 11, -7, nt
> CCN1C(=O)CC(N2CCC(C(=O)N3CCCCCC3)CC2)C1=O (configuration not stated)
→ 15, 1, 7, -0.4, 5, 15, nt, 0, -19, nt
> O=C(NCc1ccc(OC(F)(F)F)cc1)c1cc(-c2ccccc2)nn1CC1CC(c2cccnc2)=NO1 (configuration not stated)
→ 13, 0, -3, 0.0, -8, -9, -16, nt, 24, 16
> COc1ccc2oc(=O)c(C(=O)Nc3ccccc3C)cc2c1
→ -2, 5, -13, -0.1, -10, nt, -32, -1, 4, 32

Another view of part of the listing above:
Molecule	PfHsp90 set2	PvdQ acylase	CAL PDZ FP-1	CAL PDZ FP-2	dFosB activator	MITF TRPM1 HTS	SR-BI uptake up	NSD2 HMT inh	Rtt109 Vps75	SR-BI HDL uptake
COC(=O)C1=C(C)Nc2c(c(=O)n(C)c(=O)n2C)C1c1ccc(Cl)cc1 (configuration not stated)	-2	-8	1	-2.3	-4	4	23	21	-6	-23
CCOC(=O)C(CC)Sc1nnc2cc(C)c3ccccc3n12 (configuration not stated)	24	-5	5	-1.0	1	7	-7	1	12	7
